Screens as filed in PubChem BioAssay.
EWS-Fli block = blocks EWS/Fli oncoprotein-driven transcription; inhibition, % at 12.6 µM; 0.67% of 350,000 active; A673 NR0B1-luciferase reporter, viability-normalised;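 active = mean inhibition of at least 50% after viability correction, with every replicate also passing that limit; inconclusive = mean reaches 50% but only one of two replicates passes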;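 note: firefly luciferase signal divided by Alamar Blue viability fluorescence both relative to DMSO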
ERAP1 inh = blocks human ERAP1 aminopeptidase activity; recombinant ERAP1, Leu-AMC fluorescence, 60 min; inhibition, % at 10.7 µM; Q9NZ08; 0.15% of 340,000 active; AID 652197;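 active = mean replicate inhibition of at least 30%, or all replicates individually reaching that 30% level; inactive = mean below 30% and not every replicate reaching it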;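 note: 0% = neutral control wells and 100% = L-leucinethiol positive control wells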
Target sequence (Q9NZ08 whole entry, looked up): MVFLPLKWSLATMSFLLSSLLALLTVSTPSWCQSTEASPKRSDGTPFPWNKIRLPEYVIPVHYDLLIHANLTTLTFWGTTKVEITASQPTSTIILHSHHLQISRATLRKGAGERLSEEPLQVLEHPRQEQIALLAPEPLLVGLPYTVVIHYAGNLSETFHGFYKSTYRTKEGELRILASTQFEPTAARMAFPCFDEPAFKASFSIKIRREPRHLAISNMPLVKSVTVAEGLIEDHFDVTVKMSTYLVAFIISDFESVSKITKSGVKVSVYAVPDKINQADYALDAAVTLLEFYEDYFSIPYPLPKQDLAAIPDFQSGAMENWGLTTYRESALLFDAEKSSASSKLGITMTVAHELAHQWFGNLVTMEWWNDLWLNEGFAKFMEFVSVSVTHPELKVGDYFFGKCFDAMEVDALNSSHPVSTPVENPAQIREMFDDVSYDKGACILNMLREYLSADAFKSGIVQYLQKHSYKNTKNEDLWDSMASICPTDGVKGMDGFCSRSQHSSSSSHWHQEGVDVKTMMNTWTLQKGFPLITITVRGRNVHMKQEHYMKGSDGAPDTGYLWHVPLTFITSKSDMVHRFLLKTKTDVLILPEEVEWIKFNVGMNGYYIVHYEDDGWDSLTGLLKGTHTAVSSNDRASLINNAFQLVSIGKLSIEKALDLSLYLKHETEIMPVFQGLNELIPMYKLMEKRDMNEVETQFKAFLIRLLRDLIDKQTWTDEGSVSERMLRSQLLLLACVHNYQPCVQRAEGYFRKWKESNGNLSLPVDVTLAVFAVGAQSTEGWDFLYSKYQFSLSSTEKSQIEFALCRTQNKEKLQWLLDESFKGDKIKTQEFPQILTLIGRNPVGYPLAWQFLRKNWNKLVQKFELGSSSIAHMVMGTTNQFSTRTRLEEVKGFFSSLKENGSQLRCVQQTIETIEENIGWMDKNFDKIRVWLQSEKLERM
S100A4 MyoIIA = blocks human S100A4 binding to myosin IIA peptide; P26447; S100A4/TAMRA-MyoIIA peptide fluorescence polarization; inhibition, % at 10.7 µM; 0.14% of 360,000 active; AID 652163;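 active = mean inhibition of at least 70% across replicates, with every replicate also reaching that level; inconclusive = mean inhibition reaches 70% but some replicates fall short; inactive = mean inhibition below 70%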
Target sequence (P26447 whole entry, looked up): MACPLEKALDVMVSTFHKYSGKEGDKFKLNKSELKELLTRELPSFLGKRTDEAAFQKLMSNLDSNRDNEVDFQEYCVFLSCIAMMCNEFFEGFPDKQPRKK
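Test system: S100A4 monomer protein; Medium: HEPES pH 7.2 with CaCl2, KCl, NaCl, DTT, Triton; Probe or stimulus: TAMRA-labelled myosin IIA heavy-chain peptide probe, 5 nM; Doses: one dose per compound; Times: polarization read 5 min after assay mix addition, stable 5–60 min; Benchmarks: neutral control DMSO, positive control TFP.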
PglD DTNB = PglD (C. jejuni) enzyme inhibition; inhibition, % at 12.5 µM; purified PglD enzyme, DTNB colorimetric CoA detection; 0.098% of 360,000 active; in the data active = inhibition above about 16%, passing the limit was not always enough; inconclusive = no clear call, values can overlap the other calls; note: strong numbers were not always called active
FN deposition inh = fibronectin deposition inhibition; AH1F fibroblasts, Alexa488-fibronectin deposition fluorescence, overnight; inhibition, % at 12.6 µM; 0.086% of 350,000 active; AID 743247;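 active = mean inhibition across replicates of 30% or more, regardless of how many single replicates reach that level; inconclusive = mean under 30% yet at least half of replicates reach 30%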;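 note: positive control wells lacked labelled fibronectin entirely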
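Assay system: AH1F fibroblasts / Quantity: 10000 cells per well / Medium: DMEM plus 2% serum, read in PBS / Reagent: labelled fibronectin 24 nM / Dosing: single dose, pinned / Times: 1 h cell attachment, overnight exposure to compound and label / Signal: fluorescence, ex 485 nm, em 525 nm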
LGR2 antag = blocks bursicon-induced cAMP signaling via Drosophila LGR2. HEK293 LGR2, CRE-luciferase, bursicon-stimulated, 4 h. inhibition, % at 9.99 µM. 0.35% of 380,000 active;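 active = drop in luminescence signal, shown as inhibition above about 50% in the replicate tests, limit read from the data, passing the limit was not always enough; inconclusive = probably only some replicates passing the limit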;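 note: agonist challenge used bursicon conditioned medium at about half maximal strength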
PAX8 inh HTS = lowers PAX8-driven luciferase in RMG-I cells | RMG-I TPO-luciferase reporter, SteadyGlo, 24 h | inhibition, % at 12.6 µM | 1.2% of 360,000 active;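 active = mean replicate inhibition at least 60% with every replicate also reaching 60%; inconclusive = only one of the two criteria is met; inactive = mean below 60% and not all replicates reaching 60%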;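 note: luciferase light reporting Pax8 driven TPO promoter activity; plate controls were median of neutral control wells for no effect and mitoxantrone controls for full effect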
PGC1a acetyl inh = PGC1a acetylation modulation, inhibitor mode; U2OS PGC1a acetylation, AlphaScreen anti-acetyl-lysine; with virally co-expressed GCN5 acetyltransferase; inhibition, % at 15.6 µM; 0.17% of 350,000 active; AID 651687;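 active = every replicate shows inhibition of at least 40%; inconclusive = mean inhibition at least 40% but some replicate below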;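 note: 0% = neutral control wells and 100% = positive control wells; some results beyond the cut were filed as inactive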
Active calls of the source: *; ? = inconclusive; . = not tested or not shown. Hits appear at their usual frequency. About 2.1% of those tested had a hit in this group.

Values run as follows: EWS-Fli block	ERAP1 inh	S100A4 MyoIIA	PglD DTNB	FN deposition inh	LGR2 antag	PAX8 inh HTS	PGC1a acetyl inh
> CC(C)NC(=O)Nc1ccc2c(c1)CC(=O)N([C@H](C)CO)C[C@H](C)[C@H](CN(C)C(=O)Nc1ccc3c(c1)OCO3)O2
  -8	0	3	-1	.	13	-22	1
> CSc1ccccc1NC(=O)Nc1cccc(F)c1
  -41	5	1	.	17	-13	-42	.
> CC(C)N1CCN(Cc2ccc3c(c2)Cc2ccccc2-3)CC1CCO (stereo unspecified)
  8	-3	2	1	10	-4	-10	.
> COc1ccccc1NC(=O)OC(C)c1ccc(Cl)cc1 (stereo unspecified)
  2	0	7	-2	-5	4	13	3
> CC1=C(C#N)C(NC(=O)c2ccc(Cl)cc2)(C(F)(F)F)C(=O)N1 (stereo unspecified)
  3	5	21	.	4	7	29	.
> Cc1nonc1NC(=O)CSc1nnc(N)s1
  -1	0	4	-5	-1	-5	4	9
> c1ccc2[nH]c(NN=C3CCCCCC3)nc2c1
  -88	-12	-5	.	15	-28	-40	-5
> CCc1cc(=O)oc2cc(OCC(=O)NCCCN3CCCC3=O)c(Cl)cc12
  3	-4	1	5	3	8	-22	-10
> CCOC(=O)C1=C(COC(=O)c2ccc(Cl)cc2[N+](=O)[O-])NC(=O)NC1C (stereo unspecified)
  0	2	-2	.	7	-3	-9	3
> COc1ccc(S(=O)(=O)Nc2cccc3c2O[C@@H](CN(C)C(=O)Nc2cccc4ccccc24)[C@@H](C)CN([C@@H](C)CO)C3=O)cc1
  -7	.	.	.	-1	4	.	18
> O=C(C[C@@H]1CC[C@@H]2[C@H](COC[C@@H](O)CN2S(=O)(=O)c2ccccc2)O1)Nc1ccc(-c2ccccc2)cc1
  3	1	0	1	-1	-9	30	-1
> NS(=O)(=O)c1ccc(CCNC(=O)C2CCC(CNS(=O)(=O)c3ccc(Br)s3)CC2)cc1 (stereo unspecified)
  -1	2	-2	.	-4	20	13	.
> O=C(NCc1ccco1)/C(=C\C=C\c1ccccc1)NC(=O)c1ccco1
  -4	4	-13	6	1	-1	11	-22
> CCOC(=O)NC(=O)COC(=O)CCCc1nc2ccccc2s1
  12	4	6	.	-6	3	-12	6
> CCSc1nnc(SCC(=O)NC2CCCCC2)s1
  -5	1	2	6	1	-4	-2	3
> COCCNC(=O)c1ccc(Cn2c(SCC(=O)NCC3CCCO3)nc3ccc(Br)cc3c2=O)cc1 (stereo unspecified)
  2	0	1	5	3	-1	-3	-5
> CCOC(=O)c1ccc(NC(=O)COc2ccccc2CNC2CCCC2)cc1
  10	0	-3	.	-3	7	18	-11
> OCCCNc1nccc(-c2cc(Nc3cccc(Cl)c3)ncn2)n1
  -6	16	1	-2	16	.	107*	.
> Cc1nc(C/C(=N\N)c2ccc(O)cc2O)cs1
  -3	1	-10	-2	-5	0	8	2
> CC(=O)c1ccc(NC(=O)CSc2nnc(C3CC3)n2C2CC2)cc1
  2	1	-14	0	-1	6	3	2
> CC1(C)C=Cc2cc(-c3coc4cc(O)cc(O)c4c3=O)cc(O)c2O1
  -21	0	-14	2	.	.	.	-6
> C[C@@H](NC(=O)/C(C#N)=C/c1ccc(O)c(O)c1)c1ccccc1
  34	3	2	-11	7	.	-83	0
> Cc1ccc(C(C)C)c(OCC(O)CNC2CCCC2)c1 (stereo unspecified)
  21	-7	-5	0	-9	-27	1	-9
> CCCCCCCCCCCCCCCC(=O)NCCO
  -5	2	9	3	-2	-1	-4	4
> Cc1nc(C(F)(F)F)ccc1C(=O)N1CCC1(C)C(=O)NS(=O)(=O)c1ccccc1Cl (stereo unspecified)
  -1	-5	-6	1	-13	1	1	-6
> NC(=O)c1ncn([C@@H]2O[C@H](CNCc3ccc(OCC(=O)Nc4ccccn4)cc3)[C@@H](O)[C@H]2O)n1
  -27	-5	-3	-5	.	-12	-2	.
> O=C(NCc1ccco1)Nc1cccs1
  .	-1	-1	-1	.	8	.	.
> CCN1C(=O)C(C)C=C(C)C=C1C (stereo unspecified)
  2	3	1	4	2	-28	-14	11
> CC(C)(CCC(=S)N1CCOCC1)c1ccccc1
  3	-1	-5	5	-2	-16	13	-3
> Cc1[nH]c2ccc(C(=O)NCCN3CCOCC3)cc2c1C
  .	0	-2	-3	-1	10	-8	3
> CCC(=O)N1CC2(CCN(C(=O)Nc3c(C)noc3C)CC2)c2c([nH]c3cc(OC)ccc23)[C@@H]1CO
  11	-6	2	.	1	1	.	-1
> C[C@@H]1CN([C@H](C)CO)C(=O)c2cc(-c3cccc(F)c3)cnc2O[C@H]1CN(C)C(=O)c1ccccn1
  -6	2	20	2	.	6	.	4
> Cc1ccc(CNn2cn[nH]c2=S)cc1
  9	.	-1	5	0	0	13	.
> CC(C)NC(=O)N(C)C[C@@H]1Oc2c(NC(=O)Nc3ccc4c(c3)OCO4)cccc2C(=O)N([C@H](C)CO)C[C@H]1C
  -4	.	.	2	.	-1	9	5
> CN1C(=O)c2cc(NC(=O)c3cnccn3)ccc2OC[C@H]2O[C@@H](CC(=O)NCC3CC3)CC[C@@H]21
  -8	1	-11	.	-7	12	-11	0
> CC(=O)c1sc(N/N=C\c2c(O)ccc3ccccc23)nc1C
  -81	5	3	-1	6	-33	-68	-6
> CCOc1cc(C2Nc3ccccc3C(=O)N2c2ccccc2)ccc1O (stereo unspecified)
  -44	6	4	0	.	-7	.	-4
> COc1ccc(CN(C)C[C@H]2OCCCC[C@@H](C)Oc3ccc(NS(=O)(=O)c4ccc(C)cc4)cc3C(=O)N([C@@H](C)CO)C[C@H]2C)cc1
  22	-1	-10	-1	.	0	-16	-7
> Cc1ccc(C)c(OCCC(=O)OCC(=O)NC(=O)NC2CCCC2)c1
  2	-1	-3	0	-35	-19	2	.
> O=C(O)c1ccc(Nc2nc(-c3ccccc3)nc3ccccc23)cc1
  12	-3	5	4	2	-38	-9	3
> CCC(=O)N1CC2(C1)CN(C(=O)c1ccccn1)[C@@H](CO)c1c2c2ccc(OC)cc2n1C
  -1	1	13	.	.	-7	-15	4
> O=C(Cc1ccccn1)N1CC2(C1)[C@H](c1ccccc1)[C@@H](CO)N2C(=O)c1cccnc1
  -4	-3	8	.	.	4	-1	8
> CO[C@@H]1CN(C)C(=O)c2ccc(NC(=O)c3cccc(F)c3)cc2OC[C@H](C)NC[C@@H]1C
  0	-4	22	-3	-6	-15	.	-7
> O=C(N/N=C/c1ccncc1)c1ccccc1[N+](=O)[O-]
  -2	-4	-1	.	-9	.	2	.
> C[C@H]1CN([C@@H](C)CO)C(=O)Cc2cc(NC(=O)c3ccncc3)ccc2O[C@H]1CN(C)C
  -14	1	14	-1	.	3	-6	7
> CC1CN(S(=O)(=O)c2cccc(C(F)(F)F)c2)C(C)N1C(=O)N1CCOCC1 (stereo unspecified)
  -4	0	16	6	-6	11	8	0
> CN1C(=O)c2cc(NC(=O)Nc3ccccc3F)ccc2OC[C@H]2O[C@@H](CC(=O)O)CC[C@@H]21
  1	.	.	-6	-29	8	-11	0
> O=C(N/N=C/c1c[nH]c2ccccc12)c1cccc(O)c1
  -5	0	0	-3	-3	-13	-44	7
> COCCNC(=O)C[C@H]1C[C@@H]2c3cc(NC(=O)c4ccc5c(c4)OCO5)ccc3O[C@@H]2[C@H](CO)O1
  -9	-1	18	2	.	-11	-3	6
> O=C(/C=C/[C@H]1O[C@@H](n2cnc3c(NC(=O)c4ccccc4)ncnc32)[C@H](O)[C@@H]1O)NCc1ccco1
  -4	-8	0	0	-19	1	9	8
> CCn1c(SCC(=O)Nc2cc(C)ccc2C)nc2c(c1=O)SC(C)C2 (stereo unspecified)
  7	-1	-1	-4	1	-18	-8	1
> COc1ccc2c3c([nH]c2c1)[C@H](CO)N(C(=O)Nc1ccc(F)cc1)CC31CN(S(=O)(=O)c2cn(C)cn2)C1
  15	1	-3	.	.	16	.	.
> CC(C)NC(=O)N(C)C[C@H]1Oc2c(NS(=O)(=O)c3cccs3)cccc2C(=O)N([C@@H](C)CO)C[C@H]1C
  -3	.	.	.	-7	-31	.	-5
> COCCNC(=O)C[C@H]1C[C@@H]2c3cc(NC(=O)NC4CCCCC4)ccc3O[C@@H]2[C@H](CO)O1
  -1	-3	-6	-1	5	-15	-7	-7
> Cc1ccc(S(=O)(=O)NCCC(=O)N2CCC(C(N)=O)CC2)cc1C
  4	0	0	-3	-3	-3	-10	.
> C[C@H](CO)N1C[C@H](C)[C@@H](CN(C)C(=O)Cc2ccccc2)Oc2cc(C#CC3(O)CCCC3)ccc2S1(=O)=O
  33	0	?	1	.	-10	.	-13
> C[C@H]1CN([C@@H](C)CO)C(=O)Cc2cc(NC(=O)CCCN(C)C)ccc2O[C@@H]1CN(C)S(=O)(=O)c1cccs1
  2	.	.	2	.	8	-18	4
> CCCC(=O)Nc1ccc2c(c1)C(=O)N(C)[C@H]1CC[C@@H](CC(=O)NCc3ccccc3)O[C@@H]1CO2
  0	-4	1	-2	-2	10	-17	-13
> CCOC(=S)SCc1cn2cccc(C)c2n1
  14	1	2	.	15	-15	10	-14
> COc1cc(C)ccc1OCC(=O)Nc1ccc2c(c1)OCO2
  -76	-1	-4	0	-5	-60	-5	3

Whole records, looked up by structure. Order of values: EWS-Fli block	ERAP1 inh	S100A4 MyoIIA	PglD DTNB	FN deposition inh	LGR2 antag	PAX8 inh HTS	PGC1a acetyl inh
C[C@H]1CN([C@@H](C)CO)C(=O)Cc2cc(NC(=O)c3ccncc3)ccc2O[C@H]1CN(C)C reads -14	1	14	-1	.	3	-6	7
CC(C)NC(=O)N(C)C[C@@H]1Oc2c(NC(=O)Nc3ccc4c(c3)OCO4)cccc2C(=O)N([C@H](C)CO)C[C@H]1C reads -4	.	.	2	.	-1	9	5

Continued:
Values run as follows: EWS-Fli block	ERAP1 inh	S100A4 MyoIIA	PglD DTNB	FN deposition inh	LGR2 antag	PAX8 inh HTS	PGC1a acetyl inh
> COc1ccc(C2/C(=C(/O)c3ccc4c(c3)CC(C)O4)C(=O)C(=O)N2CCCN2CCOCC2)cc1 (stereo unspecified)
  3	4	4	-1	-7	5	-9	11
> O=C(C1CCOCC1)N1CC[C@@H]2[C@@H](CO)Nc3ccc(-c4cccc(F)c4)cc3[C@@H]21
  -1	-5	-4	1	-2	4	-5	3
> CCCCOc1ccc(/C=C/C(=O)OCC(=O)NC(=O)NCC(C)C)cc1OCC
  -7	-2	-2	-1	-2	.	-15	-7
> COc1ccccc1CN1CC(C(=O)NCc2cc(F)ccc2C)CCC1=O (stereo unspecified)
  .	-4	-5	5	-5	-30	-103	-20
> CCOC(=O)[C@]12CCC=C1N(CCC1=CCCCC1)C(=O)[C@H](CC(=O)NCC1CCCCC1)C2
  -7	.	3	.	.	-6	-8	.
> O=S1(=O)N[C@H](Cc2ccccc2)COc2cc(N3CCOCC3)ccc21
  -9	-7	0	.	6	-15	-29	.
> CCOc1ccc(OCC)c(NC(=O)CC2Oc3ccc(C)cc3NC2=O)c1 (stereo unspecified)
  -10	1	2	0	-15	13	21	.
> CN1C(=S)SC(/[N+]([O-])=C\c2ccc(Cl)cc2)C1(C)C (stereo unspecified)
  .	.	.	0	-1	.	-12	-13
> O=C(c1ccccc1)c1ccc2nc(-c3ccco3)c(-c3ccco3)nc2c1
  -31	6	22	-2	.	1	-53	-4
> CN(CC(=O)Nc1ccc(F)cc1)C(=O)COC(=O)c1ccc(-c2ccccc2)cc1
  3	-2	-3	-2	.	2	-12	-2
